Compound activity as filed in PubChem BioAssay.
HepG2 tox – kills HepG2 cells in TGF-b inhibitor counter-screen. HepG2 CAGA-GFP viability, ATP luminescence, 18 h. AID 588856. 410,000 tested, 0.76% active. Potency, µM (highest dose often 46.1 µM), inactives show at the top dose activity change, negative = cytotoxicity, usual class: cytotoxic; also: potency is read from the fitted curve at half-maximal effect; some results filed as inactive show a strong effect at the top dose
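CellTiter-Glo luminescence gave cytotoxicity after 18 hours at 37 degrees C. The cells were HepG2 CAGA-GFP in 1% FBS DMEM, stimulated with 500 pg/mL TGF-beta after compound addition. %Activity was normalised to no-cell wells (complete cell-killing) and DMSO (no toxicity), and curves were fitted and classified.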
IL-2 act – activators of IL-2 | IL-2 activation reporter assay, cell-based qHTS; stimulated with anti-CD3/CD4/CD28 beads; in transgenic mouse T cells | activation, % (series mostly up to about 46 µM) | 360,000 tested, 0.065% active; in the data active = activation above about 50%; inconclusive = mostly about 30% to 49%; also: 0% is about no effect
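Readout: EGFP and DsRed signals by fluorescent plate cytometry. Unstimulated transgenic mouse T cells received compound 60 min before antibody-bead stimulation, then incubated 18 h at 37 degrees C.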
Nrf2 activator – Nrf2 pathway activation. AREc32 ARE-luciferase reporter (MCF7-derived line), luminescence, 24 h. Potency, µM (highest dose often 46.1 µM), without a hit: top-dose activation, usual class: activators. 410,000 tested, 0.31% active; also: potency is read from the fitted curve at half-maximal effect; % of control where 0% means no effect; nearly all actives have a fitted effect of over 65% in size
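ARE activation measured as luciferase luminescence (Steady-Glo, 30 min RT) in AREc32_Fluc cells after 24 hr compound exposure at 37 deg C, 5% CO2; cells seeded overnight at 1000/well in OPTI-MEM, 5% FBS.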
EPAC2 agonist – agonists of human EPAC2 (RAPGEF4) | Q8WZA2 | Potency, µM (top dose mostly 154 µM), inactives show at the highest dose activation, most hits filed as activators | AID 720711 | EPAC2 activation, biochemical qHTS; response scale: 100% = 6.5 mM cAMP response | 360,000 tested, 0.079% active; also: potency is read from the fitted curve at half-maximal effect; nearly all actives have a fitted effect of over 50% in size
Target sequence (Q8WZA2 whole entry, looked up): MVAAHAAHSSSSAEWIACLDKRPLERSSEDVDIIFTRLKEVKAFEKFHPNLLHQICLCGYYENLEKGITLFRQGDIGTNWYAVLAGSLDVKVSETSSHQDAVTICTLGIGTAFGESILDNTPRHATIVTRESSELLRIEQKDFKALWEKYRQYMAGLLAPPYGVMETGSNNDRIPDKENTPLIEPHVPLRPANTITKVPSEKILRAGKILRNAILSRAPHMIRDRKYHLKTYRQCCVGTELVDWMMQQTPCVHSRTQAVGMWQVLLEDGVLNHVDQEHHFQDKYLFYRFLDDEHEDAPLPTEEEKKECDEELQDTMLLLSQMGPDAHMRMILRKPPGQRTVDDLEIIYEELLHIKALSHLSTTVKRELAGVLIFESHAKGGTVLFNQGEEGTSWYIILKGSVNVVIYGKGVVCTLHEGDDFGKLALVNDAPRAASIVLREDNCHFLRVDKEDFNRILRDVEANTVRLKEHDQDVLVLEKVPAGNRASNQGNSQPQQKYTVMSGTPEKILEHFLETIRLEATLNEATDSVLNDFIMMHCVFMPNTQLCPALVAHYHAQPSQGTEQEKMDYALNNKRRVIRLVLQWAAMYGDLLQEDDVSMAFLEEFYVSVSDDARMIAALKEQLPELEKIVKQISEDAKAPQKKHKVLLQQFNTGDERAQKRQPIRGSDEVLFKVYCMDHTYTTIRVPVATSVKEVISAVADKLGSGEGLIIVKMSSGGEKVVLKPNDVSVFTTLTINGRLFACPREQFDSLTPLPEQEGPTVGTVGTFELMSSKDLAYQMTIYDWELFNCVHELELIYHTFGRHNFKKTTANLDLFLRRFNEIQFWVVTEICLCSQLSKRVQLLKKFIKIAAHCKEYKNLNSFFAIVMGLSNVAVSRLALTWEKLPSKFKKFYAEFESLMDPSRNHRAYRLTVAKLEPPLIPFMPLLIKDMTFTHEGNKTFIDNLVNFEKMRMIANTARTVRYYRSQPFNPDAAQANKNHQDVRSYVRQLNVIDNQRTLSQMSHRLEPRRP
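Nucleotide exchange monitored as fluorescence drop when BODIPY-GDP leaves Rap1B. Reaction: 100 nM EPAC2, 250 nM RAP1B-BODIPY-GDP, 50 uM GDP, room temperature, kinetic read over 30 min. Activity expressed relative to 6.5 mM cAMP.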
ATXN viability – cell viability loss in ATXN counter-screen. S2 cells (HEK-293 line with an ATXN2-luciferase reporter) viability, CellTiter-Fluor protease fluorescence, 24 h. Potency, µM (top dose mostly 56.7 µM), hits mostly cytotoxic. 400,000 tested, 0.49% active; also: potency is read from the fitted curve at half-maximal effect; nearly all actives have a fitted effect of over 40% in size
Nrf2 inh – Nrf2 pathway inhibition; A549 ARE-Fluc reporter, luciferase luminescence, 18-24 h; Potency, µM (top dose mostly 46 µM), without a hit: top-dose activity change, negative = inhibition, most hits filed as inhibitors; 360,000 tested, 2.1% active; AID 504444; also: potency is read from the fitted curve at half-maximal effect; % is scaled to controls: 0 for no effect and ±100 for the full control effect; nearly all actives have a fitted effect of over 60% in size
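Reporter: ARE-Fluc in A549. Exposure: 18-24 h, 37 °C, 5% CO2, 5% FBS OPTI-MEM. Readouts: fluorescent cytotoxicity (CellTiter-Fluor), then luminescent Nrf2 signal after BugLite.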
ATXN2 expr inh – inhibitors of ATXN2 expression. HEK-293 ATXN2-luciferase reporter, luminescence, 24 h. Potency, µM (highest dose often 57 µM), for inactives: at the top dose activity change, negative = inhibition, most hits filed as inhibitors. 360,000 tested, 0.72% active. AID 1745845; also: potency is read from the fitted curve at half-maximal effect; % is scaled to controls: 0 for no effect and ±100 for the full control effect; nearly all actives have a fitted effect of over 55% in size
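qHTS (up to 57 uM final) was run with 24 h compound exposure of reporter cells at 37 °C. Each well was multiplexed: SteadyGlo luminescence measured ATXN2-luciferase expression after a fluorogenic Gly-Phe-AFC viability readout (25 uM final).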
A549 tox – A549 cytotoxicity, counter-screen for Nrf2 inhibitors; 390,000 tested, 0.16% active; AID 504648; Potency, µM (titrated, usually from 46 µM), for inactives: at the highest dose activity change, negative = cytotoxicity, most hits filed as inhibitors; A549 ARE-Fluc cells, CellTiter-Fluor viability, 18-24 h; also: potency is read from the fitted curve at half-maximal effect; % is scaled to controls: 0 for no effect and ±100 for the full control effect
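A549 ARE_Fluc cells in 5% FBS OPTI-MEM were exposed to compounds in concentration-response for 18-24 h at 37 deg C. Viability was read by CellTiter-Fluor fluorescence (Ex 405/Em 525) after 30 min, before the luciferase read.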
TGFb inhibitor – TGF-b pathway inhibition. HepG2 CAGA-GFP TGF-b/SMAD3 reporter, GFP fluorescence, 18 h; TGF-beta stimulated, 500 pg/mL final. Potency, µM (doses to about 46.1 µM), for inactives: at the highest dose activity, negative = inhibition, usual class: inhibitors. 410,000 tested, 1.2% active; also: potency is read from the fitted curve at half-maximal effect; % is scaled to controls: 0 for no effect and ±100 for the full control effect; nearly all actives have a fitted effect of over 65% in size
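First, reporter cells (HEPG2 CAGA-GFP) rested 2 h at 37 degrees C. Next, compounds were pinned in and TGF-beta added to 500 pg/mL final. After 18 h, GFP was imaged per cell and summed per well.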
* hit, by the source's call; i = inactive; ? = inconclusive; . = no result given; & = joins results of further samples; [ ] = remark or other dose. Unless noted, calls follow the shape of the dose curve; as a rule, active = well fitted curve in the direction sought with a large enough effect; inconclusive = small, poorly fitted or top-dose-only effect, or another doubt; inactive = no such curve, though single readings can be large; an effect the other way counts as inactive or inconclusive.

Below each compound – EPAC2 agonist	ATXN viability	Nrf2 activator	TGFb inhibitor	IL-2 act	Nrf2 inh	ATXN2 expr inh	HepG2 tox	A549 tox
- N#CCC(=O)N1CCCCCC1
→ -1%	i	-0.6%	4%	-2.2	5%	-11%	8%	-3%
- CCn1c(Cn2nnc(-c3ccccc3)n2)nnc1SCC(=O)N1CCOCC1
→ 6%	i	0.1%	8%	-1.8	1%	2%	26%	0%
- CCn1cc(C(=O)OCC(=O)Nc2cc(C)cc(C)c2)c(=O)c2ccc(C)nc21
→ .	i	-0.4%	-5%	.	10%	0%	6%	2%
- CCN(CC)S(=O)(=O)c1ccc2c(c1)N(CC(=O)N1CCCC1)C(=O)CO2
→ 11%	i	0.2%	-1%	2.4	10%	2%	-19%	1%
- COC(=O)c1c(-c2ccc(N(C)C)cc2)oc2c1C(OC)CCC2 (configuration not stated)
→ 13%	i	3.1%	.	-0.6	.	14%	.	.
- CC(=O)Nc1cccc2c1C(=O)N(c1cccc(OC(C)=O)c1)C2=O
→ 0%	i	-0.3%	13%	-0.2	-3%	.	16%	2%
- CCOC(=O)c1c(NC(=O)CC)sc(C(=O)N2CCCCC2)c1C
→ 10%	i	0.0%	-11%	-2.8	-13%	-11%	-21%	-5%
- CCOc1ccc(NC(=O)CNS(=O)(=O)c2c(C)cc(C)cc2C)cc1
→ 4%	?	0.2%	-14%	-4.2	6%	-11%	-33%	-3%
- COc1ccc(CCC(=O)Nc2ccc3c(c2)OCCO3)cc1
→ 0%	i	2.8%	-2%	-0.1	20%	43%[activator]	-1%	-9%
- CCN(CC(=O)Nc1cc(Cl)ccc1C)C(=O)CSCc1c(C)noc1C
→ 10%	i	2.5%	-17%	-2.9	3%	-6%	-4%	-2%
- Cc1ccccc1C(=O)N1CCN(CCc2ccccn2)CC1
→ .	i	-1.2%	4%	.	20%	-10%	-1%	0%
- Cc1cc(C)c(C)c(S(=O)(=O)N2CCCCC2C(=O)O)c1C (configuration not stated)
→ 0%	?	4.5%	-3%	3.0	-13%	7%	-20%	-2%
- COc1ccc(S(=O)(=O)N/N=C\c2ccc3c(c2)OCO3)c(OC)c1
→ 2%	?	0.3%	0%	-2.9	10µM*	-25%	-1%	-7%
- CC1(C(=O)Nc2cccc3cccnc23)CCN1Cc1ccccc1OC(F)F (configuration not stated)
→ 7%	?	0.4%	?	0.6	.	?	-39%	.
- Cn1c(=O)n(-c2ccc(Br)cc2F)c(=O)c2sc3ccccc3c21
→ .	i	-0.7%	-6%	.	3%	8%	3%	0%
- COc1ccc2c(c1)c(=O)oc1c(C)c(OCc3cc(C(=O)O)oc3C)ccc12
→ 6%	i	2.3%	1%	-2.4	0%	?	-5%	-4%
- O=C(CCCNC(=O)c1ccc(Cl)cc1)Nc1ccc(F)c(S(=O)(=O)N2CCOCC2)c1
→ 0%	i	3.1%	?	-0.3	-23%	-13%	-2%	-12%
- O=C(Nc1ccccc1)c1cnc2ccccc2n1
→ 3%	i	9.6%	2%	0.5	?	60%[activator]	0%	1%
- COc1ccc(C(=O)Nc2ccc3nc(N4CCOCC4)sc3c2)cc1OC
→ 6%	i	-0.2%	8%	1.7	-10%	2%	-7%	0%
- CCc1cc(-c2ccc3c(c2)COc2c4ccccc4nn2-3)on1
→ 5%	?	0.7%	?	-0.2	?	?	-34%	0%
- Cc1cc(C)c[n+](CC(=O)c2ccc(NC(=O)c3ccccc3)cc2)c1
→ 10%	?	0.4%	-22%	-0.1	-17%	-21%	-47%	-4%
- COc1ccccc1N1CCN(C2CCCN(S(=O)(=O)c3ccc(C)cc3)C2)CC1 (configuration not stated)
→ 9%	i	0.7%	-24%	-1.9	?	-3%	-23%	-8%
- CSc1ccc(C(=O)/C=C/c2ccc(N)cc2)cc1
→ 16%	i	?	?	0.0	21%	112%[activator]	-31%	0%
- CCOC(=O)NC(=O)/C(C#N)=C/c1ccc(N(C)C)cc1
→ -4%	?	4.8%	0%	1.1	10%	-12%	-25%	-1%
- Cc1ccc(CN(C(=O)c2ccc([N+](=O)[O-])cc2)c2ccccn2)cc1
→ .	i	-0.3%	-26%	.	12%	2%	-19%	3%
- CCOC(=O)CC(NC(=O)Cn1nnc(-c2ccccc2F)n1)c1ccc(OC)cc1 (configuration not stated)
→ -2%	i	0.0%	?	-2.3	-1%	-11%	3%	0%
- COc1cc(C)c(S(=O)(=O)NOCc2ccccc2)c(C)c1C
→ 24%	i	1.9%	-27%	-0.2	?	.	-49%	2%
- CC1CCCCC1NC(=O)Cn1nnc(-c2ccc(Cl)cc2)n1 (configuration not stated)
→ 10%	i	0.0%	-1%	-1.4	-5%	-23%	-47%	-2%
- COc1cccc(C(=O)c2cn(CC(=O)Nc3ccc4c(c3)OCCO4)c3nc(C)ccc3c2=O)c1
→ .	?	-0.2%	-2%	.	0%	-12%	2%	-8%
- COc1ccc(N=C2SC(CC(=O)Nc3ccccc3)C(=O)N2CCN2CCOCC2)cc1 (configuration not stated)
→ 4%	i	-0.1%	-9%	4.1	0%	11%	-3%	3%
- CCc1ccc(NC(=O)CSc2nc3ccccc3nc2Cc2ccccc2OC)cc1
→ .	.	3.3%	-14%	.	.	.	-24%	-7%
- CCOc1ccc(/C=C/C(=O)c2cc(Br)ccc(=O)c2O)cc1
→ 3%	.	21%	7.9µM*	-1.6	16µM*	-14%	-55%	-29%
- COc1cc2c(=O)n(CCC(=O)NCC3CCCO3)c(=O)n(CC(=O)Nc3ccc(C)c(C)c3)c2cc1OC (configuration not stated)
→ -2%	i	3.6%&5.2%	-11%&-22%	1.5	12%	-17%&-4%	-13%&-31%	-12%&2%
- Cc1cc(C)cc(NC(=O)CSc2nc(-c3ccccc3)c3cc(F)ccc3n2)c1
→ .	.	-1.5%	0%	.	4%	.	-5%	3%
- O=C(O)c1cc([N+](=O)[O-])cc([N+](=O)[O-])c1N1CCN(c2cccc(C(F)(F)F)c2)CC1
→ -1%	i	-0.2%	-19%	-0.7	2%	.	-9%	-13%
- CCc1ccccc1NC(=O)Cn1nnc(-c2nc(-c3ccc(C)cc3)no2)c1N
→ .	.	-3.5%	.	.	2%	.	-4%	0%
- CC(C)N(c1ccccc1)c1ccc(NC(=O)[C@@H]2O[C@H](CO)[C@@H](O)[C@H]2O)cc1
→ 4%	i	-0.1%	5%	-0.5	.	-9%	0%	.
- O=C(CN1CCN(c2ccc(Cl)cc2[N+](=O)[O-])CC1)N1CCOCC1
→ -5%	i	0.1%	0%	0.1	-3%	-11%	-28%	-5%
- O=C(NCC1CCCN(Cc2cccc(F)c2)C1)c1cccc2ccccc12 (configuration not stated)
→ 11%	?	-0.3%	8%	-0.2	-7%	-50%	-5%	-2%
- Cc1ccc(S(=O)(=O)N2CCCCC2)cc1NC(=O)CSCC(=O)O
→ 11%	i	-0.3%	-1%	3.5	14%	-10%	-36%	1%
- O=C(O)c1cc(-c2ccccc2Cl)n(-c2cccc(Cl)c2)n1
→ -4%	i	0.1%	0%	0.7	5%	4%	5%	1%
- COc1ccc(N2CCN(C3=CC(=O)N(c4cccc(Cl)c4)C3=O)CC2)cc1
→ 3%	i	-0.1%	?	-1.2	1%	-10%	-6%	6%
- CCOC(=O)N1CCN(C(=O)/C(=C/c2ccc(F)cc2)NC(=O)c2ccccc2)CC1
→ -10%	i	-0.8%	2%	4.0	-16%	9%	2%	-6%
- COCCN1Cc2cccc(C(=O)Nc3cccnc3)c2C1=O
→ 2%	i	-0.2%	?	0.7	1%	-4%	-12%	8%
- COC(=O)c1ccc(CN2[C@H](C(=O)OC)C[C@@]3(O)[C@H](O)[C@H](O)[C@H](O)C[C@@H]23)cc1
→ 5%	i	-1.0%	-1%	0.0	14%	8%	-10%	1%
- C#CCOCCOCCOCCNc1nc(N2CCOCC2)nc(N2CCN(C(=O)CCCCCCCCCCNC(=O)[C@@H]([C@H](C)CC)n3cc(CCCCCN)nn3)CC2)n1
→ -5%	?	-5.0%	?	0.3	1%	?	-39%	-14%
- CN(C)CCN=c1cc(-c2ccccc2)oc2ccc(Cl)cc12
→ 5%	.	11µM*	22%	0.3	?	55%[activator]	13%	-2%
- Cc1nn(-c2ccccc2)c2c1C(c1c(C)[nH]c(C#N)c1C)C(C#N)=C(N)O2 (configuration not stated)
→ 13%	i	2.5%	0%	-0.7	-7%	2%	6%	-5%
- CC(=O)N1c2ccc(S(=O)(=O)NCCC(=O)N(C)C3CCCCC3)cc2CC1C (configuration not stated)
→ -1%	i	-1.8%	5%	-2.7	9%	-5%	0%	1%
- NC(=O)CCN(C(=O)c1cccc(S(=O)(=O)N2CCc3ccccc32)c1)c1ccccc1
→ -1%	i	0.1%	1%	0.0	?	-5%	-5%	-17%
- Fc1ccc(NCc2nnc(SCc3ccccc3)o2)cc1
→ 4%	i	0.6%	?	2.0	-2%	-5%	12%	-1%

Some of these compounds in order of SMILES length, rising.
Below each compound – EPAC2 agonist	ATXN viability	Nrf2 activator	TGFb inhibitor	IL-2 act	Nrf2 inh	ATXN2 expr inh	HepG2 tox	A549 tox
- Fc1ccc(NCc2nnc(SCc3ccccc3)o2)cc1
→ 4%	i	0.6%	?	2.0	-2%	-5%	12%	-1%
- CCOC(=O)N1CCN(C(=O)/C(=C/c2ccc(F)cc2)NC(=O)c2ccccc2)CC1
→ -10%	i	-0.8%	2%	4.0	-16%	9%	2%	-6%
- COC(=O)c1ccc(CN2[C@H](C(=O)OC)C[C@@]3(O)[C@H](O)[C@H](O)[C@H](O)C[C@@H]23)cc1
→ 5%	i	-1.0%	-1%	0.0	14%	8%	-10%	1%
